Gli-Sufu antag – blocks Gli-Sufu signaling in a luciferase reporter | Sufu-KO-LIGHT fibroblasts, Gli luciferase reporter luminescence | inhibition, % at 5 µM | hit rate 0.74% among 340,000;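 active means inhibition above about 55%, limit read from the data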;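 further: 0% = DMSO-treated cells and 100% = wells with medium but no cells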
Jurkat NFkB inh – lowers PMA/ionomycin-induced NF-kB signal in Jurkat cells. inhibition, % at 4 µM. AID 435003. PMA/ionomycin-induced NF-kB luciferase reporter, luminescence. hit rate 0.53% among 330,000; in the data active means inhibition above about 50%
CCR6 antagonist – blocks CCL20-driven beta-arrestin recruitment at human CCR6; CHO-K1 CCR6 PathHunter beta-arrestin, luminescence, CCL20-stimulated; AID 493098; hit rate 0.49% among 340,000; inhibition, % at 20 µM; P51684;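 active means compounds whose inhibition of the agonist-driven luminescence signal at 20 µM reaches about 50%, limit read from the data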;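 further: cells stimulated with CCL20 at 14 nM final; plate controls were DMSO with CCL20 for no effect and DMSO without agonist for full effect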
Target sequence (P51684 whole entry, looked up): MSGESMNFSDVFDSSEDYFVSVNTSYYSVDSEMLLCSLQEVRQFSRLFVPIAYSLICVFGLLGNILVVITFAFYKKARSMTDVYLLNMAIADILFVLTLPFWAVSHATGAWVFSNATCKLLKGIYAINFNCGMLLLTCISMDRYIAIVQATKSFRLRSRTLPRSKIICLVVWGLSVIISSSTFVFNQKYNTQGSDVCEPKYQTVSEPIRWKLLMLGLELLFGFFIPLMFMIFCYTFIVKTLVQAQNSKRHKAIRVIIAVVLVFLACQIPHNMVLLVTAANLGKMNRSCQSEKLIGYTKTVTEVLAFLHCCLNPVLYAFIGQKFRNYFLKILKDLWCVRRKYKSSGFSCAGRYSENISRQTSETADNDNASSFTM
APJ antagonist – APJ receptor antagonism; CHO-K1 APJ beta-arrestin complementation, luminescence; inhibition, % at 20 µM; hit rate 0.32% among 330,000;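 active means inhibition above about 40% at 20 µM, limit read from the data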;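 further: cells challenged with 10 nM apelin-13 agonist together with compound; plate controls were apelin-13 plus DMSO wells for no effect and DMSO wells lacking apelin-13 for full effect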
Target sequence (P35414 whole entry, looked up): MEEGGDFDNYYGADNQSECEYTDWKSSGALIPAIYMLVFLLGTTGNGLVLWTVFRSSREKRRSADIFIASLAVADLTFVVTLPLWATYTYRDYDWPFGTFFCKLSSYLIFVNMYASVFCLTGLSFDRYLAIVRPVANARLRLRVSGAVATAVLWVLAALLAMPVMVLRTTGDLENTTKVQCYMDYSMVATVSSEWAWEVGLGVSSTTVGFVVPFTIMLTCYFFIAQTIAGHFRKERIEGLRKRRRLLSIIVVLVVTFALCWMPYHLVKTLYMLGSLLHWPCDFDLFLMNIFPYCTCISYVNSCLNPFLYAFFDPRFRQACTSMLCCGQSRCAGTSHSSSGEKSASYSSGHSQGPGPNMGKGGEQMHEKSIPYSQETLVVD
697 NFkB inh – inhibitors of the PMA/ionomycin-induced NF-kB reporter in 697 B cells; 697 B-cell NF-kB luciferase reporter, 16 h; inhibition, % at 4 µM; hit rate 0.33% among 330,000; AID 435022; in the data active means inhibition above about 35%
CXCR6 inh – inhibitors of human CXCR6 receptor | CHO-K1 PathHunter CXCR6 beta-arrestin, luminescence | hit rate 0.36% among 360,000 | AID 602244 | O00574 | inhibition, % at 20 µM; in the data active means inhibition above about 34%, passing the limit was not always enough;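 further: antagonist mode with CXCL16 agonist at 10 nM final; 0% = 10 nM CXCL16 with DMSO and 100% = unstimulated wells without agonist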
UBC13 polyUb – blocks human UBC13 polyubiquitin chain formation; P61088; TR-FRET; hit rate 0.47% among 330,000; inhibition, % at 20 µM; in the data active means inhibition above about 45%, passing the limit was not always enough
Target sequence (P61088 whole entry, looked up): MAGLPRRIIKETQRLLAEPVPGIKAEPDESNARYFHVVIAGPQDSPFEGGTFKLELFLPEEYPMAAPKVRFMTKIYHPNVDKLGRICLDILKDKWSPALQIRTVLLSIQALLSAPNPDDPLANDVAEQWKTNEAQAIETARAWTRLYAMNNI
EBI2 antag – EBI2 (human) antagonism. EBI2 beta-arrestin recruitment, luminescence, 7a,25-OHC stimulated. inhibition, % at 5 µM. hit rate 0.81% among 360,000. P32249; in the data active means inhibition above about 38%;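 further: enzyme fragment complementation signal reports receptor beta-arrestin coupling in cells; 0% = agonist plus DMSO wells and 100% = wells without agonist; some results beyond the cut were filed as inactive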
Active calls of the source: *.

Screening CCOC(=O)CN1C(=O)S/C(=C/c2cccc([N+](=O)[O-])c2O)C1=O returned Gli-Sufu antag 6, Jurkat NFkB inh -16, CCR6 antagonist 56*, APJ antagonist 32, 697 NFkB inh 28, CXCR6 inh 36, UBC13 polyUb -135 and EBI2 antag 19.
Screening O=C(c1ccccc1)N1CCN(C(=O)c2ccncc2)CC1 returned Gli-Sufu antag 0, Jurkat NFkB inh 0, CCR6 antagonist 0, APJ antagonist 6, 697 NFkB inh -2, CXCR6 inh -3, UBC13 polyUb 3 and EBI2 antag -6.
CN(c1ccccc1)S(=O)(=O)c1cccc(NC(=O)C2=NN(c3ccccc3)C(=O)CC2)c1 was read as Gli-Sufu antag 10, Jurkat NFkB inh -16, CCR6 antagonist -1, APJ antagonist 2, 697 NFkB inh -30, CXCR6 inh -5, UBC13 polyUb -13 and EBI2 antag 1.
For Cc1ccc2nc(Nc3ccc(Cl)cc3)c3nncn3c2c1 the results were Gli-Sufu antag -8, Jurkat NFkB inh -18, CCR6 antagonist -18, APJ antagonist -2, 697 NFkB inh 16, CXCR6 inh -3, UBC13 polyUb 14 and EBI2 antag 8.
Cc1cc(C)n(CCCNC(=O)C2CC(=O)N(Cc3ccccc3)C2)n1 (stereo unspecified) was read as Gli-Sufu antag -6, Jurkat NFkB inh -14, CCR6 antagonist 3, APJ antagonist 22, 697 NFkB inh 9, CXCR6 inh -2, UBC13 polyUb -5 and EBI2 antag -9.
`c1ccc(CNCCN2CCNCC2)nc1` gave Gli-Sufu antag -3, Jurkat NFkB inh -10, CCR6 antagonist -9, APJ antagonist -7, 697 NFkB inh -10, CXCR6 inh -9, UBC13 polyUb -14 and EBI2 antag -14.
`O=C(O)c1cc2cc(OCc3ccccc3)ccc2[nH]1` gave Gli-Sufu antag -4, Jurkat NFkB inh -13, CCR6 antagonist 1, APJ antagonist 16, 697 NFkB inh -14, CXCR6 inh -2, UBC13 polyUb -4 and EBI2 antag -5.
For COC(=O)/C(=C/c1ccccc1)NC(=O)c1ccco1 the results were Gli-Sufu antag -1, Jurkat NFkB inh -3, CCR6 antagonist 8, APJ antagonist 2, 697 NFkB inh 8, CXCR6 inh 0, UBC13 polyUb -7 and EBI2 antag -12.
`COc1ccc2c(c1)C1=NN(/C(C)=C/C(C)=O)C(c3cccc(F)c3)C1CC2` (stereo unspecified) gave Gli-Sufu antag -3, Jurkat NFkB inh -8, CCR6 antagonist 9, APJ antagonist 6, 697 NFkB inh -22, CXCR6 inh 2, UBC13 polyUb 0 and EBI2 antag -4.
`COc1cc(OC)cc(C(=O)N[C@H](C(=O)N2CCc3ccccc32)C(C)C)c1` gave Gli-Sufu antag 0, Jurkat NFkB inh -3, CCR6 antagonist 10, APJ antagonist 2, 697 NFkB inh 2, CXCR6 inh 9, UBC13 polyUb 10 and EBI2 antag 2.
For COc1ccc(-c2nn(-c3ccccc3)cc2CNC[C@H]2O[C@@H](n3cnc(C(N)=O)n3)[C@H](O)[C@@H]2O)cc1 the results were Gli-Sufu antag -12, CCR6 antagonist -1, CXCR6 inh 30 and EBI2 antag -1.
`O=C(c1ccccc1)c1cccc2ccccc12` gave Gli-Sufu antag -9, CCR6 antagonist 19, CXCR6 inh 4 and EBI2 antag 9.
Screening Cc1c(Nc2cc(=O)oc3ccccc23)c(=O)n(-c2ccccc2)n1C returned Gli-Sufu antag 1, Jurkat NFkB inh -10, CCR6 antagonist 9, APJ antagonist 9, 697 NFkB inh 10, CXCR6 inh 7, UBC13 polyUb 3 and EBI2 antag -6.
O=c1oc(CCCO)cc2ccccc12 was read as Gli-Sufu antag -8, Jurkat NFkB inh -3, CCR6 antagonist 13, APJ antagonist 16, 697 NFkB inh 17, CXCR6 inh 2, UBC13 polyUb -5 and EBI2 antag 7.
CC(C)c1ccc(OCC(=O)NN2C(=O)c3ccccc3C2=O)c(Br)c1 was read as Gli-Sufu antag -1, Jurkat NFkB inh 11, CCR6 antagonist 16, APJ antagonist -11, 697 NFkB inh 9, CXCR6 inh -10, UBC13 polyUb 7 and EBI2 antag -11.
`CCN(CC)CCN(C(=O)c1ccc2c(c1)CCCC2)c1nc2ccc(OC)cc2s1` gave Gli-Sufu antag 30, Jurkat NFkB inh -6, CCR6 antagonist -8, APJ antagonist 30, 697 NFkB inh -29, CXCR6 inh 1, UBC13 polyUb 4 and EBI2 antag 20.
O=C(OCC(=O)N1CCN(c2ccccc2)CC1)c1cc(Br)ccc1Cl was read as Gli-Sufu antag -6, Jurkat NFkB inh -8, CCR6 antagonist 14, APJ antagonist -14, 697 NFkB inh -1, CXCR6 inh 1, UBC13 polyUb 0 and EBI2 antag 5.
For N#CC(=C(c1ccccc1)c1ccccc1)c1ccccc1 the results were Gli-Sufu antag 2, CCR6 antagonist 29, CXCR6 inh 6 and EBI2 antag 11.
For O=C(CCC(=O)c1ccccc1)Nc1cccnc1 the results were Gli-Sufu antag 0, Jurkat NFkB inh -10, CCR6 antagonist -7, APJ antagonist 3, 697 NFkB inh -9, CXCR6 inh 4, UBC13 polyUb 1 and EBI2 antag -30.
Screening CCN(CC)C(=O)COc1cccc2ccccc12 returned Jurkat NFkB inh -10, CCR6 antagonist -19, APJ antagonist 28, 697 NFkB inh -1, CXCR6 inh -1, UBC13 polyUb -11 and EBI2 antag -5.
`CCOC(=O)c1ccc(NC(=O)CSc2nc3sc(C(=O)O)c(C)c3c(=O)[nH]2)cc1` gave Gli-Sufu antag -13, Jurkat NFkB inh 0, CCR6 antagonist 17, APJ antagonist 8, 697 NFkB inh 12, CXCR6 inh 9, UBC13 polyUb 3 and EBI2 antag -4.
Screening Cn1cnnc1SCC(=O)c1ccc2c(c1)OCCO2 returned Gli-Sufu antag -5, Jurkat NFkB inh 4, CCR6 antagonist -5, APJ antagonist -4, 697 NFkB inh 12, CXCR6 inh 2, UBC13 polyUb -14 and EBI2 antag -13.
`CC(NC(=O)CSc1n[nH]c(=O)[nH]c1=O)C1CC2CCC1C2` (stereo unspecified) gave Gli-Sufu antag -5, Jurkat NFkB inh -10, CCR6 antagonist -1, APJ antagonist -7, 697 NFkB inh 19, CXCR6 inh 2, UBC13 polyUb 14 and EBI2 antag -4.
Screening CC(=O)N/N=C/c1cc2c(cc1[N+](=O)[O-])OCO2 returned Gli-Sufu antag -8, Jurkat NFkB inh -4, CCR6 antagonist 9, APJ antagonist -24, 697 NFkB inh -3, CXCR6 inh 4, UBC13 polyUb -16 and EBI2 antag -3.
Screening O=C(Cn1c(-c2cscn2)nc2ccccc21)Nc1ccccc1F returned Gli-Sufu antag 2, Jurkat NFkB inh 19, CCR6 antagonist -3, APJ antagonist -10, 697 NFkB inh -10, CXCR6 inh 3, UBC13 polyUb 3 and EBI2 antag 5.
For Cc1ccc(NS(=O)(=O)c2cccc(C(=O)NNC(=O)c3ccco3)c2)c(C)c1 the results were Gli-Sufu antag -9, Jurkat NFkB inh 15, CCR6 antagonist 10, APJ antagonist 9, 697 NFkB inh -25, CXCR6 inh 7, UBC13 polyUb 1 and EBI2 antag -7.
CN(Cc1ccccc1F)c1nc(-c2cccnc2)nc2ccccc12 was read as Gli-Sufu antag 10, Jurkat NFkB inh 8, CCR6 antagonist 27, APJ antagonist 6, 697 NFkB inh -31, CXCR6 inh 1, UBC13 polyUb 11 and EBI2 antag 13.
For CC(=O)CN1C(=O)NC(c2ccccc2)(c2ccccc2)C1=O the results were Gli-Sufu antag -22, Jurkat NFkB inh -12, CCR6 antagonist 7, APJ antagonist -28, 697 NFkB inh -23, CXCR6 inh -5, UBC13 polyUb -7 and EBI2 antag -11.
For COCC(=O)OCC(=O)Nc1ccc(Cl)cc1[N+](=O)[O-] the results were Gli-Sufu antag 10, Jurkat NFkB inh -14, CCR6 antagonist -7, APJ antagonist -43, 697 NFkB inh 0, CXCR6 inh -12, UBC13 polyUb -9 and EBI2 antag -15.
CC(=O)OC1COC(OC(C)=O)CO1 (stereo unspecified) was read as Gli-Sufu antag -18, CCR6 antagonist 3, CXCR6 inh 3 and EBI2 antag -1.
For COCCNC(=O)c1c(N)n(/N=C/c2cccs2)c2nc3ccccc3nc12 the results were Gli-Sufu antag 4, Jurkat NFkB inh 11, CCR6 antagonist 1, APJ antagonist -6, 697 NFkB inh 26, CXCR6 inh 18, UBC13 polyUb 26 and EBI2 antag 7.
`CCOC(=O)C1(CCOc2ccccc2)CCN(Cc2cccc(OC)c2OC)CC1` gave Gli-Sufu antag 56*, Jurkat NFkB inh 6, CCR6 antagonist 5, APJ antagonist -2, 697 NFkB inh -6, CXCR6 inh -8, UBC13 polyUb 5 and EBI2 antag 5.
Screening COc1cc2[nH]c(=O)n(C3CCCCC3)c(=O)c2cc1OC returned Gli-Sufu antag 4, Jurkat NFkB inh -1, CCR6 antagonist 18, APJ antagonist 2, 697 NFkB inh 18, CXCR6 inh 1, UBC13 polyUb 3 and EBI2 antag 4.
For CC(=O)NC1(C(F)(F)F)C(=O)Nc2c1c(=O)[nH]c(=O)n2CC(C)C (stereo unspecified) the results were Gli-Sufu antag -16, Jurkat NFkB inh -6, CCR6 antagonist 13, APJ antagonist -6, 697 NFkB inh 2, CXCR6 inh -8, UBC13 polyUb 1 and EBI2 antag 3.
`CC(Nc1ccc(Br)cc1)C(=O)N/N=C/c1ccccc1OCc1ccccc1` (stereo unspecified) gave Gli-Sufu antag -5, Jurkat NFkB inh -3, CCR6 antagonist 17, APJ antagonist 16, 697 NFkB inh 16, CXCR6 inh 8, UBC13 polyUb -15 and EBI2 antag 15.
For CCOc1ccc(CCNC(=O)c2ccc(Cl)c(S(=O)(=O)N3CCOCC3)c2)cc1OCC the results were Gli-Sufu antag 9, Jurkat NFkB inh -1, CCR6 antagonist 10, APJ antagonist 18, 697 NFkB inh 1, CXCR6 inh -4, UBC13 polyUb -1 and EBI2 antag -3.
For Cc1cc(C)cc(N(CC(=O)NC2CCCCC2)C(=O)c2ccc(C)s2)c1 the results were Gli-Sufu antag 6, Jurkat NFkB inh 0, CCR6 antagonist 14, APJ antagonist 15, 697 NFkB inh 15, CXCR6 inh 3, UBC13 polyUb -6 and EBI2 antag 4.
For COCCn1c(=NC(=O)CSCC(=O)N2CCOCC2)sc2cc(C)ccc21 the results were Gli-Sufu antag 5, Jurkat NFkB inh -2, CCR6 antagonist -5, APJ antagonist 26, 697 NFkB inh -3, CXCR6 inh -16, UBC13 polyUb 4 and EBI2 antag 1.
Screening CS(=O)(=O)N1CCC(C(=O)Nc2cccc(Br)c2)CC1 returned Gli-Sufu antag 19, Jurkat NFkB inh -2, CCR6 antagonist 6, APJ antagonist 10, 697 NFkB inh 4, CXCR6 inh -2, UBC13 polyUb 1 and EBI2 antag 20.
Screening CC(=O)c1ccc(C(=O)N(C)C2CCCN(Cc3ccccc3F)C2)s1 (stereo unspecified) returned Gli-Sufu antag 1, Jurkat NFkB inh 7, CCR6 antagonist -1, APJ antagonist 10, 697 NFkB inh -43, CXCR6 inh 1, UBC13 polyUb -2 and EBI2 antag 8.
Screening CC(C(=O)Nc1cc(C(F)(F)F)ccc1N1CCOCC1)N1C(=O)C2CC=CCC2C1=O (stereo unspecified) returned Gli-Sufu antag -2, Jurkat NFkB inh -16, CCR6 antagonist 6, APJ antagonist -4, 697 NFkB inh 11, CXCR6 inh 2, UBC13 polyUb 2 and EBI2 antag 1.
CC(C)(C)c1ccc(N2C(=N)SCC2=O)cc1 was read as Gli-Sufu antag 5, Jurkat NFkB inh 10, CCR6 antagonist 18, APJ antagonist 3, 697 NFkB inh -11, CXCR6 inh -2, UBC13 polyUb 4 and EBI2 antag 3.
For Cc1c(C(=O)Nc2c3c(nn2C(C)(C)C)CS(=O)(=O)C3)cccc1[N+](=O)[O-] the results were Gli-Sufu antag -2, Jurkat NFkB inh 11, CCR6 antagonist 0, APJ antagonist -13, 697 NFkB inh 12, CXCR6 inh -2, UBC13 polyUb 7 and EBI2 antag 10.

Structural class: the compounds so far with a furan ring, fused or not
For COC(=O)/C(=C/c1ccccc1)NC(=O)c1ccco1 the results were Gli-Sufu antag -1, Jurkat NFkB inh -3, CCR6 antagonist 8, APJ antagonist 2, 697 NFkB inh 8, CXCR6 inh 0, UBC13 polyUb -7 and EBI2 antag -12.
For Cc1ccc(NS(=O)(=O)c2cccc(C(=O)NNC(=O)c3ccco3)c2)c(C)c1 the results were Gli-Sufu antag -9, Jurkat NFkB inh 15, CCR6 antagonist 10, APJ antagonist 9, 697 NFkB inh -25, CXCR6 inh 7, UBC13 polyUb 1 and EBI2 antag -7.

Rows were taken by chance; 3% or so of the library scored in one or more.
